FAS TE block – inhibitors of human fatty acid synthase thioesterase domain; 360,000 tested, 0.67% active; recombinant FAS-TE, OMFH fluorogenic substrate, fluorescence endpoint; P49327; inhibition, % at 15 µM;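 active means compounds whose normalised, plate-corrected inhibition of enzyme fluorescence in the single-dose primary screen is 50% or more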;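 further: 0% = DMSO with enzyme and 100% = substrate without enzyme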
NRP1-CendR mod – modulators of CendR peptide binding to human neuropilin-1. FAM-RPARPAR peptide binding to NRP-1, fluorescence polarization. 360,000 tested, 0.85% active. inhibition, % at 25 µM;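 active means inhibition or corrected inhibition above about 18%, plus a signal ratio from 0.5 to 1.5, limit read from the data, passing the limit was not always enough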; further: strong numbers were not always called active
Target sequence (O14786 whole entry, looked up): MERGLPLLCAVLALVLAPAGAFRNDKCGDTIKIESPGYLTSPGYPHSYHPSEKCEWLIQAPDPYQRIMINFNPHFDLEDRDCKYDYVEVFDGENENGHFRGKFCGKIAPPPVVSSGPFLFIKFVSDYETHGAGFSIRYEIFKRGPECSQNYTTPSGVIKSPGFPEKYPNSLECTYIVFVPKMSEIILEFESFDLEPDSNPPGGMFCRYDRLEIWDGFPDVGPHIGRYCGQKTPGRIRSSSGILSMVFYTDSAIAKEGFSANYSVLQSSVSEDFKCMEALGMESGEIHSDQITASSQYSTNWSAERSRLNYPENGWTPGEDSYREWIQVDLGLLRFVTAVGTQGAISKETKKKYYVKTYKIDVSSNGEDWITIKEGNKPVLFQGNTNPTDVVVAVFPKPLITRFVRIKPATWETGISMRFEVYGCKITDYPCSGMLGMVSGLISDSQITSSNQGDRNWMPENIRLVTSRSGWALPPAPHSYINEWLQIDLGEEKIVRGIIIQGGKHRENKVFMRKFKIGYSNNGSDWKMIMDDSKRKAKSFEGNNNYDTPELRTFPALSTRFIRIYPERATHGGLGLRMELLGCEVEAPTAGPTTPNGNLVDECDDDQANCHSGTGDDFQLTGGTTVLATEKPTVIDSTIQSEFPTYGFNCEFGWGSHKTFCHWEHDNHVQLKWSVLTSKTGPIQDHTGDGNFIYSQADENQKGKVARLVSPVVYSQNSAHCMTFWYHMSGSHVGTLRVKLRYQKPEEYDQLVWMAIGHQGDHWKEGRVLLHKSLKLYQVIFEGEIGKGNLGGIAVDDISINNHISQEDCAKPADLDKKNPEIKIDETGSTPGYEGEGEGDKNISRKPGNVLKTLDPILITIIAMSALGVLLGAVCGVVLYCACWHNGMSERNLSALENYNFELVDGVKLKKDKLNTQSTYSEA
Rin1 Abl inh – blocks binding of human Rin1 to Abl; P00519+Q13671; TR-FRET Rin1/Abl binding, biochemical; inhibition, % at 7.35 µM; 360,000 tested, 0.4% active; AID 588664; in the data active means inhibition above about 5%, passing the limit was not always enough
Neddyl block – inhibitors of human cullin neddylation. calls only at 25 µM. P61081+Q13564. TR-FRET cullin neddylation, biochemical. 360,000 tested, 0.58% active; in the data active means inhibition above about 36%
MsrA act – activators of bovine methionine sulfoxide reductase A; purified bovine MsrA, absorbance read-out; activation, % at 10.6 µM; 360,000 tested, 0.3% active; AID 602163; in the data active means activation above about 7.5%;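 further: 0% = vehicle and 100% = reference activator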
MsrA inh – inhibitors of bovine MsrA; purified bovine MsrA, absorbance read-out; inhibition, % at 15.5 µM; 360,000 tested, 0.75% active; in the data active means inhibition above about 4.5%;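 further: 0% = vehicle wells with enzyme and 100% = reference inhibitor wells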
MT1-MMP act inh – MT1-MMP (human) activation inhibition. P50281. HT1080 RFP-PRO-GFP cells, GFP/RFP ratio fluorescence, overnight; percent of plate control window, DMSO zero. GFP/RFP ratio change, % at 20 µM. 360,000 tested, 0.061% active. AID 651647;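 active means GFP/RFP ratio change of at least 30% with cell ATP level not reduced by more than half and red fluorescence within 50% of control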; further: strong numbers were not always called active
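Assay system: HT1080 RFP-PRO-GFP cells. Benchmarks: DMSO vehicle wells and RFP-L50D-GFP reporter cell wells. Times: overnight cell settling, then overnight compound exposure, 37 °C, 5% CO2. Compound: 20 µM single dose, 1% DMSO. Read-out basis: GFP/RFP fluorescence ratio.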
SKN-1 block – blocks SKN-1 activity in C. elegans; 360,000 tested, 0.49% active; C. elegans VP596 Pgst-4::GFP/RFP ratio, acrylamide-induced, 24 h; AID 624304; inhibition, % at 21.8 µM;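 active means interference check ratio from 0.5 to 1.5 plus GFP to RFP signal ratio inhibition reaching or exceeding a fixed threshold, cut at about 30% in these data, passing the limit was not always enough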; further: some compounds called inactive have numbers as strong as hits
eLon inh – E. coli protease La inhibition. P0A9M0. purified E. coli Lon protease, fluorescence polarization. inhibition, % at 7.94 µM. 360,000 tested, 0.42% active; in the data active means inhibition above about 13%, passing the limit was not always enough;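 further: 0% = enzyme with probe and DMSO and 100% = no enzyme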
Numbers without * were called inactive; i = inactive; . = no result given; + = active, no number. Rows are unselected. About 4.2% of those tested had a hit in this group.

SMILES | FAS TE block | NRP1-CendR mod | Rin1 Abl inh | Neddyl block | MsrA act | MsrA inh | MT1-MMP act inh | SKN-1 block | eLon inh
CC(=O)Nc1ccc(-c2csc(NC(=O)C3CCN(S(=O)(=O)c4cccs4)CC3)n2)cc1 | 12 | 4 | -2 | i | -9 | 1.2 | 3 | 0 | -3
CN1CCN(CC(=O)Nc2cc(N(C)C)nc3ccccc23)CC1 | -6 | 0 | 3 | + | -3 | 0.8 | -3 | -12 | 4
CC(C)n1c(SCC(=O)Nc2ccc(N3CCOCC3)cc2)nnc1-c1ccco1 | -4 | -12 | 6 | i | -2 | 0.0 | 2 | 7 | -6
CCc1ccccc1NC(=S)NCCSc1ccc(Cl)cc1 | 34 | 5 | -1 | i | -2 | 0.9 | 2 | 15 | -12
Cn1c(-c2ccc3c(c2)OCO3)cnc1NCc1ccccc1 | -10 | 0 | -4 | i | -4 | -0.5 | 0 | 13 | -7
CC(C)(C#N)NC(=O)C(=O)c1c(-c2ccccc2)cc2ccccn12 | -2 | -6 | -7 | i | -4 | 0.9 | 2 | -1 | -6
Cc1ccc(C(=O)Nc2ccccc2N2CCCC2)s1 | -6 | -3 | 1 | i | 0 | 0.0 | -7 | -12 | 14
O=S(=O)(c1ccc2ccccc2c1)N1CCN(C(=S)Nc2ccc(F)cc2)CC1 | 17 | -17 | 0 | i | -2 | -0.7 | 4 | 5 | -4
CCOC(=O)c1c(C)c(C(=O)NCc2ccco2)c(C)n1Cc1ccccc1 | 0 | -10 | -1 | i | 0 | . | -1 | 15 | -9
O=c1[nH]n(-c2ccccc2Cl)c(=O)c2ccccc12 | -3 | 8 | 4 | i | -1 | 2.5 | -1 | -2 | 1
CCCCNC(=O)N(O)C1N(/N=C/c2cccnc2)C(=S)SC1(C)C (centres undefined) | -2 | -10 | -1 | i | -3 | 1.5 | 4 | 9 | -7
COc1ccc(OC)c(NC(=O)CSc2nnc(CNC(=O)COc3ccc(Cl)cc3)o2)c1 | 3 | 17 | -2 | i | -2 | -0.8 | -1 | -5 | 11
N#Cc1c(N)nc(Sc2ccc(Cl)cc2)c(C#N)c1-c1ccccc1Cl | 9 | 3 | -4 | i | -2 | 2.2 | -7 | 6 | -6
Cc1ccc2c(Cl)cc(Cl)c(OCc3c(C)noc3C)c2n1 | -2 | 8 | -1 | i | -1 | 0.6 | 0 | -13 | -8
CCn1c(SCC(=O)NC2CCS(=O)(=O)C2)nnc1-c1ccccc1 (centres undefined) | -4 | 6 | -3 | i | -7 | 0.5 | 0 | -10 | -8
O=C(COC(=O)c1c(F)cccc1Cl)NCC1CCCCC1 | 4 | 2 | -5 | i | -2 | 0.0 | 2 | 12 | 10
CCOc1ccc(CCNC(=O)C2CSC3(C)CCC(=O)N23)cc1OCC (centres undefined) | -1 | 3 | 3 | i | -2 | 2.9 | -3 | 7 | -4
Cc1ccc(S(=O)(=O)N2CCC(C(=O)NCCCN3CCOCC3)CC2)cc1 | -8 | -8 | 3 | i | -4 | 2.0 | 1 | -17 | -9
Cn1c(SCC(=O)NCCc2ccccc2)ncc(C(=O)Nc2ccc(F)cc2)c1=O | -6 | -1 | -1 | i | -4 | -0.5 | -2 | 14 | -2
Cc1cccnc1NC(=S)Nc1ccc(F)cc1F | 13 | -5 | 3 | i | -2 | 1.0 | -5 | 17 | -3
CC1(C)Cc2cccc(C(=O)NCc3ccco3)c2O1 | -5 | -5 | -1 | i | -5 | -0.2 | -3 | 22 | 0
COc1cccc(N(CC(=O)O)S(=O)(=O)c2ccccc2)c1 | -5 | -5 | -5 | i | -4 | -1.1 | 0 | -18 | 2
COC(=O)c1ccccc1NC(=O)CSc1nnc(Cc2ccc(Cl)cc2)o1 | 16 | 1 | -2 | i | -2 | -0.1 | -6 | 24 | -5
CC1CCCCC1NC(=O)CN1C(=O)NC(Cc2ccccc2)(Cc2ccccc2)C1=O (centres undefined) | -2 | -4 | 4 | i | -1 | 0.5 | -4 | 12 | -8
C/C=C\C(=O)Nc1cccc(C2=NOC3(C2)C[C@@H](C(N)=O)N(C(=O)c2ccc(Cl)cc2)C3)c1 (some centres undefined) | -3 | -6 | -1 | i | -9 | -0.9 | 1 | -4 | -11
C/C(=N\NC(=S)NCc1ccccc1)c1ccc2ccccc2c1 | 38 | -7 | 1 | i | -4 | 3.1 | 4 | 6 | -2
O=C(NC(=S)N1CCCCCC1)c1cccc([N+](=O)[O-])c1 | -4 | 6 | 0 | i | 1 | 2.4 | 5 | -2 | 6
CC(=C/c1ccco1)/C=N/NC(=O)CSc1nnc(SCc2ccc(C)cc2)s1 | 4 | -16 | -3 | i | -5 | 0.3 | 0 | -3 | -7
Cc1occc1C(=O)N1CCN(Cc2ccccc2)CC1 | -9 | -13 | 2 | i | 1 | 0.9 | -6 | -2 | -4
CCOC(CNC(=O)C(=O)Nc1cc2c3c(c1)CCC(=O)N3CCC2)OCC | -6 | 4 | -1 | i | -1 | -1.1 | 2 | 8 | -16

Single records (already shown):
Cc1occc1C(=O)N1CCN(Cc2ccccc2)CC1 is entered as FAS TE block: -9; NRP1-CendR mod: -13; Rin1 Abl inh: 2; Neddyl block: i; MsrA act: 1; MsrA inh: 0.9; MT1-MMP act inh: -6; SKN-1 block: -2; eLon inh: -4
Cc1cccnc1NC(=S)Nc1ccc(F)cc1F is entered as FAS TE block: 13; NRP1-CendR mod: -5; Rin1 Abl inh: 3; Neddyl block: i; MsrA act: -2; MsrA inh: 1.0; MT1-MMP act inh: -5; SKN-1 block: 17; eLon inh: -3

Next entries follow:
SMILES | FAS TE block | NRP1-CendR mod | Rin1 Abl inh | Neddyl block | MsrA act | MsrA inh | MT1-MMP act inh | SKN-1 block | eLon inh
CC(C)N1CCc2c(sc(NC(=O)c3ccc4ccccc4c3)c2C(N)=O)C1 | -10 | -151 | -9 | + | -2 | -0.2 | -59 | 10 | -310
Nc1cc(C(=O)N2CCN(c3ccccc3Cl)CC2)ccc1N1CC2CC(C1)c1cccc(=O)n1C2 (centres undefined) | -3 | 0 | 1 | i | -3 | -1.3 | 1 | 16 | -7
COCC(=O)OCC(=O)Nc1ccc(Cl)cc1[N+](=O)[O-] | -3 | -22 | -4 | i | -2 | 0.8 | 3 | -3 | -3
CCc1nc2ccc(C(=O)N3CCCCC3)cn2c1N(CCC(C)C)CCN(C)C | -9 | 2 | 2 | i | 0 | -0.6 | 3 | 6 | 7
Cc1ccc(C(=O)OCC(=O)NCc2ccco2)s1 | -5 | -5 | 4 | i | -2 | -0.1 | -3 | 4 | -1
C1=C[C@H]2CCCN3CC[C@@H]([C@@H]2[C@]32CO2)[C@H]1CCOCc1ccccc1 | -4 | 1 | . | i | -1 | -0.9 | 5 | -1 | -2
C=CCn1c(SCc2c(C)noc2C)nc2sc3c(c2c1=O)CCCC3 | 24 | 1 | 2 | i | -2 | -0.4 | -14 | 10 | -9
COc1ccccc1-n1c(CNC(=O)c2cccs2)n[nH]c1=S | -7 | 4 | 3 | i | -5 | 1.5 | 6 | 1 | 2
COc1ccccc1NC(=O)/C(C#N)=C/c1cccn1C | 14 | -2 | -4 | i | -6 | 1.3 | -3 | 6 | 2
O=C(Nc1ccc2nc3ccccc3nc2c1)c1ccccc1 | -3 | 1 | -3 | i | 2 | 0.0 | 5 | 7 | -8
CCOC(=O)CC(=O)CSc1nc2c(cc1C#N)CCC2 | -6 | 3 | 0 | . | -3 | 0.3 | 0 | 0 | -5
C/C(=N/OC(=O)C1CC12CCC2)c1ccc(Br)cc1 (centres undefined) | 12 | -2 | 2 | i | 1 | 0.3 | 0 | 7 | -6
c1ccc(Cn2c(SCCN3CCOCC3)nnc2-c2cccnc2)cc1 | -8 | -7 | 3 | i | -1 | -0.6 | 3 | -3 | -10
CN(C)c1ccc(/C=N/N=C/c2ccccc2O)cc1 | -1 | 2 | -4 | i | -4 | 2.4 | 2 | -1 | -20
Cc1cc(Br)cc(Cl)c1OCC(=O)N1CCN(C(=O)c2ccco2)CC1 | -4 | 6 | 3 | i | -1 | 0.8 | -3 | 1 | 1
Cc1ccc(NC(=O)CSc2ncnc3ccccc23)cc1S(=O)(=O)N1CCCCC1 | 11 | -2 | -2 | i | -1 | 1.4 | -9 | 8 | 4
CC(=O)c1ccc(S(=O)(=O)NCCC(=O)OCC(=O)NCCc2ccccc2)cc1 | 0 | -1 | -5 | i | -2 | 1.0 | -1 | 3 | 8
CC1CCC(C(=O)c2c(O)c3ccccc3oc2=O)CC1 (centres undefined) | -9 | -4 | -1 | i | -2 | -1.2 | -3 | 4 | 0
CN(CC(=O)Nc1ccccc1Cl)C(=O)COC(=O)c1cccs1 | -4 | -1 | 3 | i | -10 | 0.9 | -1 | -16 | 2
COc1ccc(CCNC(=O)c2noc(C)c2[N+](=O)[O-])cc1OC | -5 | 4 | 2 | i | -3 | 0.7 | 3 | -6 | -1
COc1ccccc1-c1noc(CCC(=O)NC2CCCCC2)n1 | 2 | -3 | -5 | i | -7 | -0.5 | -1 | 6 | -7
CCn1c2ccccc2c2nc3ccccc3nc21 | 8 | 1 | 3 | + | -2 | . | 4 | 32 | -5
O=C(CC1C(=O)NCCN1Cc1ccoc1)NCCc1ccc(Cl)cc1 (centres undefined) | 1 | -1 | 2 | i | -12 | -0.9 | -2 | 8 | -10
O=C(Nc1c(Cl)cc(Cl)cc1C(=O)NCCN1CCOCC1)c1ccc(Cl)cc1Cl | -5 | 3 | -9 | i | -13 | 0.7 | -9 | -22 | 2
CCOC(=O)Cc1csc(N/N=C/c2ccc(Cl)cc2)n1 | 2 | 0 | -2 | i | -12 | 1.9 | -1 | -16 | -2
O=S1(=O)c2cccc3cccc(c23)N1Cc1ccc(-c2nnco2)cc1 | 20 | -8 | -2 | i | 2 | 0.3 | 1 | 3 | -1
C=CCn1c(SCC(=O)N2CC(=O)Nc3ccccc32)nc2scc(-c3ccccc3)c2c1=O | 11 | -3 | 2 | i | -5 | 2.0 | -8 | 11 | -11
COc1ccc(NC(=O)NNC(=O)c2cc3occc3n2C)c(OC)c1 | -7 | -6 | 0 | i | -2 | 0.3 | -3 | -5 | 9
c1ccc(-n2nnnc2Oc2ccc(-n3ccnc3)cc2)cc1 | -7 | 4 | 1 | i | -3 | -0.5 | 9 | -8 | -2
COC(=O)c1nc(C(=O)OC)c(C(=O)OC)nc1C(=O)OC | -4 | 14 | 1 | i | -2 | -0.6 | -9 | -10 | 0
O=C1Nc2ccccc2SC(c2ccccc2)C1O (centres undefined) | -9 | -7 | 2 | i | -5 | -0.3 | -8 | -8 | -9
C/C(=N\NC(=O)c1ccc(Cl)cc1)c1cccc(NC(=O)c2cccnc2)c1 | -11 | -9 | -2 | i | -5 | 0.8 | 4 | -5 | -4
Cc1c(Cl)cccc1NC(=O)C1COc2ccccc2O1 (centres undefined) | 6 | -2 | 0 | i | -6 | -0.7 | 1 | -16 | -4
Cc1ccc(NC(=O)C(C)OC(=O)Cc2c[nH]c3ccccc23)cc1S(=O)(=O)N1CCOCC1 (centres undefined) | 4 | -6 | 1 | i | 1 | 0.7 | 1 | 6 | -7
Oc1[nH]c2ccccc2c1C=Nc1ccc2c(c1)OCO2 | 2 | 5 | -6 | i | -2 | 4.1 | 2 | 12 | -5
O=C(CN1C(=O)CCS(=O)(=O)c2ccccc21)Nc1ccc(F)cc1 | -8 | 9 | 0 | i | -7 | -0.5 | 4 | -23 | 2
Cc1ccc(-c2nnn(CC(=O)N(c3ccc(F)cc3)C(C(=O)NC3CCCC3)c3ccncc3)n2)o1 (centres undefined) | -2 | -6 | 4 | i | -3 | 0.2 | 0 | 3 | 18*

Compound activity from PubChem.
